Assay outcomes from PubChem.
TDP2 absorb: TDP2 (human) inhibition, absorbance primary screen. O95551. recombinant TDP2, T5PNP hydrolysis, p-nitrophenol absorbance 415 nm. inhibition, % at 12.8 µM. 0.34% of 370,000 active;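 active means inhibition above the mean of all tested compounds plus 3 SD, set per campaign, cut at about 25% in these data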;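 further: 0% = DMSO with enzyme and 100% = buffer with substrate but no TDP2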
Target sequence (O95551 whole entry, looked up): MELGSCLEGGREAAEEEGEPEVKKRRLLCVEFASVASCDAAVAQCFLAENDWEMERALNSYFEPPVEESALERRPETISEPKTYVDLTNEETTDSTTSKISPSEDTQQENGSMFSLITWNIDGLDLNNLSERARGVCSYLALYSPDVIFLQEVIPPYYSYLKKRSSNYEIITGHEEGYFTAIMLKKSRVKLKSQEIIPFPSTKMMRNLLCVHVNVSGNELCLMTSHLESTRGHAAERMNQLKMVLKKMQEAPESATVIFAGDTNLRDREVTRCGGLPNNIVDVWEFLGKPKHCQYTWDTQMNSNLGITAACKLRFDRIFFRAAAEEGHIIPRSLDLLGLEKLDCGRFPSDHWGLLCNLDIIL
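System – recombinant human TDP2 · Amount – 120 nM TDP2 per well · Buffer or medium – Mg2+-containing Tris-HCl buffer, pH 7.5 · Reagent – T5PNP substrate, 5 mM · Dosing – 12.8 µM single point, 1% DMSO · Incubation – 2 h at 37 °C · Measured by – epi absorbance · Read-out basis – percent inhibition · Benchmarks – high control without enzyme, low control DMSO plus TDP2 · Repeats – singlicate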
ASAP1 inh: inhibitors of human ASAP1 ArfGAP activity. Q9ULH1. ASAP1-stimulated ARF1 GTP hydrolysis, GDP FP detection. inhibition, % at 16.5 µM. 0.19% of 360,000 active; in the data active means inhibition above about 25%;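 further: 0% = vehicle with enzyme and substrate and 100% = no enzyme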
DDE Tn6 FP inh: DD(E)-Tn6 binding inhibition, primary FP screen; 0.21% of 370,000 active; Fibrin DD(E) TRITC-Tn6 fluorescence polarization displacement; inhibition, % at 8.3 µM; P02675;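 active means inhibition above a per-campaign cutoff: mean of compounds within control limits plus 3 SD, cut at about 15% in these data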;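 further: 0% = median of all compound wells on the plate and 100% = blocking peptide control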
SIAE inh: blocks human sialic acid acetylesterase; Q9HAT2; SIAE FP-Rh probe binding, fluorescence polarization; inhibition, % at 9.66 µM; 0.69% of 370,000 active; AID 1053197;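 active means inhibition above a cutoff: mean of compounds within the control limits plus 3 SD of those, cut at about 17% in these data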;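 further: 0% = plate median of compound wells and 100% = probe without SIAE protein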
Tn7 DDE FP: DD(E)-Tn7 binding inhibition, primary FP screen. P02675. FP displacement of FITC-Tn7 peptide from fibrin DD(E); 0% = median of compound wells per plate. inhibition, % at 8.3 µM. 0.13% of 370,000 active. AID 720508;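 active means inhibition above the mean of compounds falling within the control limits plus 3 SD of them, cut at about 14% in these data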;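 further: 0% = plate median of compound wells and 100% = 10 µM Aha-Tn7 peptide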
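Measure: % inhibition scaled between sample-field median and high-control FP; Test system: human fibrin DD(E); Quantity: 2 µM final DD(E) protein; Doses: one dose, 8.3 µM nominal; Schedule: compound with protein 10 min, then 3 h after probe, room temperature; Detection: fluorescence polarization; Medium: Tris buffer with calcium and detergent, pH 7.8.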
ADAM17 inh: inhibits human ADAM17; P78536; recombinant ADAM17, EDANS/DABCYL FRET peptide cleavage; inhibition, % at 6.95 µM; 0.83% of 370,000 active; AID 720648;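 active means inhibition above the mean of compounds lying between control limits plus 3 SD, set per campaign, cut at about 8.5% in these data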;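 further: 0% = DMSO-only wells as the low control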
ARFGAP1 inhibitor: inhibits rat ARF GTPase activating protein 1 | 0.26% of 360,000 active | Arfgap1-stimulated ARF1 GTP hydrolysis, GDP FP detection | inhibition, % at 16.5 µM | Q62848;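 active means inhibition above a per-plate limit, mean inhibition of low control wells plus 3 SD, cut at about 25% in these data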;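 further: 0% = DMSO wells with enzyme and 100% = wells lacking Arfgap1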
Target sequence (Q62848 1-136 limits assumed): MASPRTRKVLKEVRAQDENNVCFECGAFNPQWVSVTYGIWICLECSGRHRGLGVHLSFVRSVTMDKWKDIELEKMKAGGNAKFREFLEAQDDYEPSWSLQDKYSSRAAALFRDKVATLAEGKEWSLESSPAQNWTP
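Material: rat Arfgap1 catalytic domain, aa 1-136; also added: human ARF1(Δ1-17)-GTP substrate; compound dosing: one concentration, 16.5 µM, DMSO 1.26%; incubation: GTP hydrolysis reaction 2 h at 25 °C; measured by: Tracer-displacement fluorescence polarization with EDTA stop, 620/688 nm; evaluation: % inhibition from polarization; repeats: one replicate per compound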
PLCg1 inh: PLC-gamma1 (human) inhibition, primary screen; P19174; purified PLC-gamma1, fluorogenic substrate, fluorescence; inhibition, % at 12.2 µM; 0.84% of 370,000 active; AID 720700; in the data active means inhibition above about 9.5%
ADAM10 inh: inhibits human ADAM10; recombinant ADAM10, EDANS/DABCYL FRET peptide cleavage, 3 h; inhibition, % at 7 µM; 0.62% of 370,000 active; AID 720582;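 active means inhibition above a per-campaign cutoff equal to the mean of compounds falling between control-based bounds plus 3 SD, cut at about 20% in these data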;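 further: 0% = DMSO wells while the 100% control is not disclosed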
Target sequence (O14672 214-748 limits assumed): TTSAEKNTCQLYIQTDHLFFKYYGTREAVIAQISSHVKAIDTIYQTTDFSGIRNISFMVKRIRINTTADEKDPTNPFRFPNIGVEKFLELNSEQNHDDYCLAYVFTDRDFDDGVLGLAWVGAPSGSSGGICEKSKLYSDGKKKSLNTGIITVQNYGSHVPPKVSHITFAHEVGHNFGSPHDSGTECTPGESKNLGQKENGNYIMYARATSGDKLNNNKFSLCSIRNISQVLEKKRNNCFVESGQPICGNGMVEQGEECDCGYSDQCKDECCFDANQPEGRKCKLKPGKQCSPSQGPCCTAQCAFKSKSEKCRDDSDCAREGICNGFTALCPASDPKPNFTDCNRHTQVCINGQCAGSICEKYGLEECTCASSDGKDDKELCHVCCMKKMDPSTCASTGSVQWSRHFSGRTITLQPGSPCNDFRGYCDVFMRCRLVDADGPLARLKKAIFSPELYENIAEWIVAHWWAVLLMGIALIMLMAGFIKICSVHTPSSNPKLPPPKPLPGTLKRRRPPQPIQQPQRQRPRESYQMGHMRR
PLC-beta3 inh: inhibitors of human phospholipase C beta3; Q01970; Purified PLC-beta3, fluorogenic substrate, fluorescence; inhibition, % at 12.2 µM; 0.18% of 370,000 active; AID 720704; in the data active means inhibition above about 11%;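 further: 0% = median of compound wells on plate and 100% = full blocker control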
Numbers without * were called inactive.

For COc1cccc(Cn2cnc3c(N)c(C)c(C)cc32)c1 the results were TDP2 absorb 2, ASAP1 inh 7, DDE Tn6 FP inh 0, SIAE inh -2, Tn7 DDE FP 3, ADAM17 inh -4, ARFGAP1 inhibitor -8, PLCg1 inh 1, ADAM10 inh -3 and PLC-beta3 inh 2.
`O=C(c1c[nH]c(C(=O)C(Cl)(Cl)Cl)c1)c1ccccc1F` gave TDP2 absorb 4, ASAP1 inh -5, DDE Tn6 FP inh -3, SIAE inh -12, Tn7 DDE FP -7, ADAM17 inh -3, ARFGAP1 inhibitor 4, PLCg1 inh 1, ADAM10 inh -6 and PLC-beta3 inh -6.
For CCOC(=O)N1CCN(C(=O)C[C@H]2C[C@@]3(C(=O)OC)C(=C[C@H](C4CCCC4)O[C@@H]3C)N(CCC3=CCCCC3)C2=O)CC1 the results were TDP2 absorb -1, DDE Tn6 FP inh -5, SIAE inh -1, Tn7 DDE FP 2, ADAM17 inh 2, PLCg1 inh 0, ADAM10 inh 5 and PLC-beta3 inh 2.
`Clc1ccc2nc(-c3ccc(Cl)nc3)[nH]c2c1` gave TDP2 absorb 1, ASAP1 inh 6, DDE Tn6 FP inh 10, SIAE inh -13, Tn7 DDE FP -4, ADAM17 inh -43, ARFGAP1 inhibitor 1, PLCg1 inh -18, ADAM10 inh -109 and PLC-beta3 inh -30.
`CCCc1cc(=O)[nH]c(SCC(=O)N(CCOC)c2c(N)n(Cc3ccccc3)c(=O)[nH]c2=O)n1` gave TDP2 absorb 4, ASAP1 inh -7, DDE Tn6 FP inh 3, SIAE inh 5, Tn7 DDE FP -5, ADAM17 inh -4, ARFGAP1 inhibitor -3, PLCg1 inh 6, ADAM10 inh -5 and PLC-beta3 inh 3.
O=C(NC1CC1)c1cc2ccccc2o1 was read as TDP2 absorb 2, ASAP1 inh -8, DDE Tn6 FP inh -2, SIAE inh -3, Tn7 DDE FP -2, ADAM17 inh 2, ARFGAP1 inhibitor -7, PLCg1 inh 4, ADAM10 inh -9 and PLC-beta3 inh -2.
For COC(=O)[C@]1(Cc2ccccc2)N[C@H](CN(C)C(=O)c2ccc(F)cc2)[C@@H]2C(=O)N(C)C(=O)[C@@H]21 the results were TDP2 absorb 3, ASAP1 inh -12, DDE Tn6 FP inh 3, SIAE inh 11, Tn7 DDE FP 2, ADAM17 inh -6, ARFGAP1 inhibitor -11, PLCg1 inh 3, ADAM10 inh -13 and PLC-beta3 inh 3.
CCOC(=O)N1CCN(C(=O)COC(=O)CNC(=O)c2ccc(Cl)cc2Cl)CC1 was read as TDP2 absorb 13, ASAP1 inh -9, DDE Tn6 FP inh -3, SIAE inh -5, Tn7 DDE FP 0, ADAM17 inh 2, ARFGAP1 inhibitor 10, PLCg1 inh 2, ADAM10 inh -8 and PLC-beta3 inh -3.
Screening c1ccc(C2CC(c3cccs3)Nc3nnnn32)cc1 (configuration not stated) returned TDP2 absorb 12, ASAP1 inh 6, DDE Tn6 FP inh -1, SIAE inh 3, Tn7 DDE FP -3, ADAM17 inh -2, ARFGAP1 inhibitor -2, PLCg1 inh 1, ADAM10 inh -2 and PLC-beta3 inh -6.
CCN(CC(=O)Nc1c(F)cccc1F)C(=O)Cn1[nH]c(=O)c2ccccc2c1=O was read as TDP2 absorb 1, ASAP1 inh -18, DDE Tn6 FP inh -1, SIAE inh 14, Tn7 DDE FP 3, ADAM17 inh -4, ARFGAP1 inhibitor 0, PLCg1 inh 5, ADAM10 inh -7 and PLC-beta3 inh -6.
CCOC(=O)c1nccnc1C(=O)Nc1cccc(C(F)(F)F)c1 was read as TDP2 absorb -14, ASAP1 inh -7, DDE Tn6 FP inh -4, SIAE inh 2, Tn7 DDE FP -8, ADAM17 inh -2, ARFGAP1 inhibitor 7, PLCg1 inh 4, ADAM10 inh 10 and PLC-beta3 inh 4.
Screening Cc1ccc2c(c1)/C(=C/c1ccccc1)C(=O)N2 returned TDP2 absorb -14, ASAP1 inh -5, DDE Tn6 FP inh 2, SIAE inh -10, Tn7 DDE FP 7, ADAM17 inh 3, ARFGAP1 inhibitor -8, PLCg1 inh -1, ADAM10 inh 7 and PLC-beta3 inh -7.
For Cc1cc(-c2n[nH]c(=S)n2N=Cc2ccc(-c3ccccc3)cc2)n[nH]1 the results were TDP2 absorb 6, DDE Tn6 FP inh -1, SIAE inh 5, Tn7 DDE FP -7, ADAM17 inh -1, PLCg1 inh 1, ADAM10 inh 0 and PLC-beta3 inh -1.
`C[C@@H]1CN([C@H](C)CO)C(=O)CCCn2nncc2CO[C@H]1CN(C)CC1CC1` gave TDP2 absorb 11, ASAP1 inh -12, DDE Tn6 FP inh 5, SIAE inh 9, Tn7 DDE FP 11, ADAM17 inh -4, ARFGAP1 inhibitor -8, PLCg1 inh 1, ADAM10 inh -4 and PLC-beta3 inh 4.
Screening O=C(COC(=O)c1ccc2ncsc2c1)Nc1ncc(Cl)cc1Cl returned TDP2 absorb 8, ASAP1 inh 7, DDE Tn6 FP inh -4, SIAE inh 3, Tn7 DDE FP -1, ADAM17 inh -1, ARFGAP1 inhibitor 8, PLCg1 inh -3, ADAM10 inh -5 and PLC-beta3 inh -7.
O=C(NCCO)c1cccc(Cl)c1 was read as TDP2 absorb 8, ASAP1 inh 6, DDE Tn6 FP inh -4, SIAE inh 6, Tn7 DDE FP 8, ADAM17 inh -2, ARFGAP1 inhibitor -13, PLCg1 inh 0, ADAM10 inh -5 and PLC-beta3 inh 2.
Cc1nc(-c2cccs2)sc1C(=O)O was read as TDP2 absorb 8, ASAP1 inh -6, DDE Tn6 FP inh -3, SIAE inh -10, Tn7 DDE FP 7, ADAM17 inh -39, ARFGAP1 inhibitor -8, PLCg1 inh -32, ADAM10 inh -118 and PLC-beta3 inh -47.
Screening CCOc1ccc(/C=C/C(=O)c2ccc(-c3ccccc3)cc2)cc1 returned TDP2 absorb 0, ASAP1 inh 7, DDE Tn6 FP inh 7, SIAE inh 5, Tn7 DDE FP -2, ADAM17 inh -2, ARFGAP1 inhibitor 6, PLCg1 inh -1, ADAM10 inh -4 and PLC-beta3 inh 0.
For Cn1c2c(c(=O)n(C)c1=O)C(CC(=O)Nc1ccccc1F)C(=O)N2 (configuration not stated) the results were TDP2 absorb 6, ASAP1 inh -13, DDE Tn6 FP inh 4, SIAE inh -8, Tn7 DDE FP 6, ADAM17 inh -6, ARFGAP1 inhibitor 4, PLCg1 inh -3, ADAM10 inh -2 and PLC-beta3 inh -9.
For N#Cc1ccc[n+](CC(=O)c2ccc(Cl)cc2)c1 the results were TDP2 absorb 0, ASAP1 inh -10, DDE Tn6 FP inh 1, SIAE inh 3, Tn7 DDE FP -10, ADAM17 inh -3, ARFGAP1 inhibitor 19, PLCg1 inh -36, ADAM10 inh -7 and PLC-beta3 inh -47.
Screening O=C(O)C(Cc1ccc(Cl)cc1)Sc1nc2ccccc2[nH]1 (configuration not stated) returned TDP2 absorb 4, ASAP1 inh 13, DDE Tn6 FP inh -5, SIAE inh 13, Tn7 DDE FP -8, ADAM17 inh -2, ARFGAP1 inhibitor 0, PLCg1 inh 1, ADAM10 inh -8 and PLC-beta3 inh -9.
`N#CCCN1CCN(CCC#N)c2ccccc21` gave TDP2 absorb 4, ASAP1 inh 4, DDE Tn6 FP inh 4, SIAE inh 7, Tn7 DDE FP 6, ADAM17 inh -13, ARFGAP1 inhibitor 1, PLCg1 inh -94, ADAM10 inh -42 and PLC-beta3 inh -112.
Screening CC(CCc1ccccc1)NCC(O)c1cccc([N+](=O)[O-])c1 (configuration not stated) returned TDP2 absorb -2, ASAP1 inh -18, DDE Tn6 FP inh 4, SIAE inh 0, Tn7 DDE FP 1, ADAM17 inh -7, ARFGAP1 inhibitor 11, PLCg1 inh 1, ADAM10 inh -10 and PLC-beta3 inh -5.
COc1cccc(-c2nc(CS(=O)(=O)CC(=O)NCCc3ccc(OC)c(OC)c3)c(C)o2)c1 was read as TDP2 absorb -2, ASAP1 inh -2, DDE Tn6 FP inh 3, SIAE inh -1, Tn7 DDE FP 10, ADAM17 inh -1, ARFGAP1 inhibitor 9, PLCg1 inh 0, ADAM10 inh 5 and PLC-beta3 inh -7.
`Cc1ccc(-c2cccc(C(=O)NCc3ccccc3)n2)c2ccccc12` gave TDP2 absorb -1, ASAP1 inh -3, DDE Tn6 FP inh 4, SIAE inh 8, Tn7 DDE FP -1, ADAM17 inh 1, ARFGAP1 inhibitor 12, PLCg1 inh -6, ADAM10 inh 6 and PLC-beta3 inh -9.
Cc1cccc(NC(=S)NC(=O)/C=C/c2ccco2)c1 was read as TDP2 absorb 3, ASAP1 inh -4, DDE Tn6 FP inh 1, SIAE inh 5, Tn7 DDE FP 2, ADAM17 inh 3, ARFGAP1 inhibitor -7, PLCg1 inh -11, ADAM10 inh 10 and PLC-beta3 inh -27.
Screening O=C(N/N=C/c1ccc2c(c1)OCO2)C(O)c1ccccc1 (configuration not stated) returned TDP2 absorb 2, ASAP1 inh 6, DDE Tn6 FP inh 11, SIAE inh 2, Tn7 DDE FP 2, ADAM17 inh 0, ARFGAP1 inhibitor 4, PLCg1 inh -2, ADAM10 inh 0 and PLC-beta3 inh 1.
`c1ccc(CNc2nc(NCc3cccs3)nc3ccsc23)cc1` gave TDP2 absorb 2, ASAP1 inh 10, DDE Tn6 FP inh -4, SIAE inh 3, Tn7 DDE FP 2, ADAM17 inh 0, ARFGAP1 inhibitor -6, PLCg1 inh 2, ADAM10 inh 4 and PLC-beta3 inh 2.
`COc1ccc(C2C(C(=O)NCc3ccco3)CCC(=O)N2c2ccc(OC)cc2)cc1` (configuration not stated) gave TDP2 absorb 12, ASAP1 inh 2, DDE Tn6 FP inh 0, SIAE inh -1, Tn7 DDE FP -3, ADAM17 inh 0, ARFGAP1 inhibitor -3, PLCg1 inh 3, ADAM10 inh -2 and PLC-beta3 inh 2.
O=C(NC1CCN(Cc2ccccc2)C1)c1cc(S(=O)(=O)N2CCOCC2)ccc1Cl (configuration not stated) was read as TDP2 absorb 6, ASAP1 inh 16, DDE Tn6 FP inh 0, SIAE inh -7, Tn7 DDE FP 4, ADAM17 inh -4, ARFGAP1 inhibitor -4, PLCg1 inh -4, ADAM10 inh -14 and PLC-beta3 inh -5.
